TLR9-MyD88 block: inhibitors of human TLR9-MyD88 binding | 340,000 compounds, 0.21% hits | Q9NR96+Q99836 | AID 504734 | CHO BLA complementation TLR9-MyD88, CCF4 FRET ratio | inhibition, % at 4.98 µM;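 active = inhibition above the mean over all tested compounds plus 3 SD, cut at about 21% in these data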;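 also: 0% = DMSO only wells and 100% = clavulanate BLA inhibitor control wells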
SRC2 inh: human SRC2 (NCOA2) inhibition | 370,000 compounds, 0.17% hits | inhibition, % at 9 µM | Q15596 | HEK293 GAL4-SRC2 luciferase reporter, luminescence;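 active = inhibition above the mean inhibition of all tested compounds plus 3 SD, set per campaign, cut at about 52% in these data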;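 also: 0% = DMSO treated cells and 100% = cells given Gossypol at 36 µM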
ABHD5 PLIN5 PPI: inhibitors of human ABHD5-perilipin-5 interaction | Split G. princeps luciferase complementation, luminescence, 4 h | AID 602281 | inhibition, % at 4 µM | Q00G26+Q8WTS1 | 360,000 compounds, 0.78% hits;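 active = inhibition above the mean inhibition across every tested compound plus 3 SD, cut at about 22% in these data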;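 also: 0% = DMSO only wells and the 100% control is not disclosed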
ABCB6 inh MLPCN: human ABCB6 transporter inhibition; Q9NP58; AID 602162; 360,000 compounds, 0.19% hits; fluorescence ratio to DMSO, % at 10 µM; K562-ABCB6 porphyrin accumulation, flow cytometry, 1 h; active compounds read low;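 active = fluorescence ratio to DMSO below 75%, the collection mean minus 3 SD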;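 also: signal is porphyrin accumulated inside mitochondria; 100% equals median channel fluorescence of DMSO control wells; lower ratio means ABCB6 inhibition with less porphyrin fluorescence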
H9c2 protect: myocardial damage modulation in H9c2 cells. H9c2 cardiomyocytes, H2O2 injury protection, ATPLite, 2 h. protection from H2O2 cell death, % at 20 µM. 360,000 compounds, 0.63% hits. AID 588492;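 active = compounds giving at least 50% protection of heart cells from peroxide-induced death in the single-dose screen, raw or plate-pattern-corrected value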;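 also: 0% = DMSO wells with peroxide and 100% = DMSO wells without peroxide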
MC4R barr agon: human MC4R agonism via beta-arrestin. 360,000 compounds, 0.98% hits. U2OS MC4R beta-arrestin complementation, luminescence; percent of melanotan II response, DMSO zero. AID 540308. activation, % at 8.9 µM;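 active = activation above a per-plate cutoff, the mean activation of sample wells on that plate plus 3 SD, cut at about 8% in these data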
Target sequence (P32245 whole entry, looked up): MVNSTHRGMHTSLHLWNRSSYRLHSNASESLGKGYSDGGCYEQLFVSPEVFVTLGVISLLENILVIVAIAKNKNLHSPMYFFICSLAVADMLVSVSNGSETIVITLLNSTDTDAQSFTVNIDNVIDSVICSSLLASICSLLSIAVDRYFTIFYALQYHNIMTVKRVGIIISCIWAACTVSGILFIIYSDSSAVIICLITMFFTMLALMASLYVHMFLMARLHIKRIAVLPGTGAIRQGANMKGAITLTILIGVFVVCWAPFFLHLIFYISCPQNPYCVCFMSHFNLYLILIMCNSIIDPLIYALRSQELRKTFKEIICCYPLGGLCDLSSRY
m5-HT2A agonist: mouse HTR2A agonism via beta-arrestin recruitment. P35363. CHO-K1 mHTR2A beta-arrestin complementation, luminescence; percent of 30 µM serotonin response. activation, % at 7.6 µM. 360,000 compounds, 0.66% hits;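 active = activation above a run cutoff, the mean activation of all tested compounds plus 3 SD, cut at about 14% in these data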;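 also: 0% = plate median of compound wells and 100% = 30 µM serotonin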
Target sequence (P35363 whole entry, looked up): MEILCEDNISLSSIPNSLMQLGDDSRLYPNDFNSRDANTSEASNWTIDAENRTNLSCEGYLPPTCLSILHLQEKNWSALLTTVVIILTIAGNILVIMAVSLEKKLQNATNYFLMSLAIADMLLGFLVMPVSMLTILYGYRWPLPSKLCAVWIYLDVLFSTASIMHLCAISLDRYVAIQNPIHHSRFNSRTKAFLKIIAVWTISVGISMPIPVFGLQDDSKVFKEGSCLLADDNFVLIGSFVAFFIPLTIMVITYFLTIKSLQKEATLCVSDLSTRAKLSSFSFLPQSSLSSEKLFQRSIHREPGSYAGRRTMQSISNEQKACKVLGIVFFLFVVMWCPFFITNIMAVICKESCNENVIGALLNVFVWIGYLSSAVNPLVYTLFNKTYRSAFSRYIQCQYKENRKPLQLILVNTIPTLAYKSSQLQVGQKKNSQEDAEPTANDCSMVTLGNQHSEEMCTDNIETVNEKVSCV
MC4R antag cAMP: antagonists of human melanocortin 4 receptor (MC4R). P32245. AID 540295. 360,000 compounds, 0.48% hits. MC4R-expressing cells, MTII-stimulated cAMP, LANCE TR-FRET. inhibition, % at 6.5 µM;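 active = inhibition above its plate's cutoff, the mean of tested wells on that plate plus 3 SD, cut at about 29% in these data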;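 also: 0% = Melanotan II alone and 100% = Melanotan II plus saturating MCL0020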
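System – human MC4R-expressing U2OS cells · Also added – Melanotan II · Dosing – one concentration, 6.5 µM nominal · Timing – 30-min compound, 1-h challenge, 1-h detection, room temperature · Measured by – Eu-cAMP/anti-cAMP TR-FRET, emission 671 nm · Replicates – singlicate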
NOD2 RIPK2 PPI: blocks binding of human NOD2 to RIPK2. O43353. CHO BLA complementation NOD2-RIPK2, CCF4 ratio. inhibition, % at 4.98 µM. 360,000 compounds, 0.38% hits; in the data active = inhibition above about 21%;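 also: 0% = vehicle only and 100% = reference blocker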
Glyco luc inh: blocks N-linked glycosylation in D54 reporter cells. reporter increase, % at 12.5 µM. 360,000 compounds, 0.23% hits. D54 ERlucT glycosylation luciferase reporter, 24 h; percent of 100 nM tunicamycin response;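 active = mean luciferase reporter signal, scaled so untreated is 0 and the glycosylation-blocking control 100, at or above a set limit in every replicate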;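 also: luciferase carries N-glycosylation sites so blocking glycosylation raises the light; 0% = median of neutral control wells and 100% = median of 100 nM tunicamycin wells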
* hit, by the source's call; nt = not tested or not shown. Not all compounds are listed; the hit share may differ from the screen's.

Compound	TLR9-MyD88 block	ABCB6 inh MLPCN	m5-HT2A agonist	H9c2 protect	SRC2 inh	NOD2 RIPK2 PPI	MC4R barr agon	MC4R antag cAMP	Glyco luc inh	ABHD5 PLIN5 PPI
CCCCc1cc(=O)oc2c3c(cc(OCC(=O)NCCCO)c12)OC(C)(C)CC3	-2	94	-1	8	16	4	-1.2	8	2	7
O=C(O)c1ccc2c(c1)N(Cc1ccccc1)C(=O)c1ccccc1S2=O (stereo not given)	-2	98	1	6	-16	-13	1.7	0	1	-5
COc1ccc(-c2cccc(C(=O)Nc3ccc(OC)c(OC)c3)c2)cc1	8	91	-10	-6	-5	-9	1.4	-5	-1	7
CCOC(=O)c1[nH]c(COC(=O)C2CC(=O)N(Cc3ccccc3)C2)c(C(=O)OCC)c1C (stereo not given)	3	83	0	7	-20	-15	-0.8	13	-1	2
CCOc1cccc(/C=C2\NC(=S)N(c3ccccc3)C2=O)c1O	0	95	-1	-15	-50	10	-1.8	4	0	1
O=C(COC(=O)CCc1nc2ccccc2s1)NCc1ccco1	8	99	-2	0	7	3	-1.9	-4	2	4
Nc1nc2ccccc2cc1-c1cccs1	3	99	-7	-10	-82	3	-2.2	6	2	-6
OCC1(Cc2ccc(Cl)cc2)CCN(Cc2ccc(F)c(F)c2)CC1	0	96	0	2	14	-6	2.9	4	-3	4
CC(C)C(c1nnnn1C1CCCCC1)N1CCc2ccccc21 (stereo not given)	-8	92	-3	0	14	-6	0.7	-3	-6	4
O=C(CCN1C(=O)c2cccc3cccc(c23)C1=O)NCc1ccco1	4	103	16*	31	2	6	-0.3	4	4	4
O=S(=O)(c1ccc2c(c1)OCCCO2)N1CCNCC1	-15	102	1	-6	6	-11	-2.6	5	2	-3
Cn1c(N)c(C#N)c2c(c1=S)COC(C)(C)C2	-12	94	-2	-3	-16	-12	0.9	1	4	-9
Cn1nnnc1SCc1ccc(Cl)cc1	-11	97	1	-2	27	1	-2.7	11	1	-2
COc1ccc(S(=O)(=O)N2CCCCCC2)cc1C(=O)Nc1ccccn1	-5	101	-11	5	-19	-5	0.5	17	-2	-3
CC(=O)c1ccc(NC(=O)CSc2nccn2CCc2ccccc2)cc1	13	89	1	2	-37	-7	-0.5	0	-2	-1
Cc1cc(C(=O)N2CCCC(N3CCN(c4ccccc4C)CC3)C2)n(C)n1 (stereo not given)	2	96	-2	6	-19	-5	-3.1	6	2	-1
COc1cccc(N2CCN(C(=O)c3oc4ccccc4c3NC(=O)Cc3ccc(OC)c(OC)c3)CC2)c1	-6	95	3	4	16	2	-0.7	9	-2	7
CSc1ccccc1OCc1cc(C(=O)NCC(C)(C)N2CCOCC2)no1	1	102	-8	4	-33	2	-0.4	-3	0	3
CCc1cc(=O)oc2cc(C)cc(OCC(=O)N[C@@H](CSCc3ccccc3)C(=O)O)c12	-6	94	4	-1	-17	-3	-1.2	-7	0	3
CCN(CC(=O)NCc1cccs1)S(=O)(=O)c1ccc(NC(C)=O)cc1	0	102	-2	3	3	-2	-0.5	15	-1	-4
Cc1cc(C)c(Nc2ncccc2C(=O)O)c(C)c1	-2	104	-3	4	9	-3	-1.3	13	-1	-1
C/C=C(\C)CN1CCN(c2ccc(C)cc2)CC1	7	99	-7	6	14	1	-1.2	1	2	-6
COc1cccc(NC(=O)C2Cc3ccccc3CN2C(=O)c2ccco2)c1 (stereo not given)	0	97	-2	-7	-47	-3	0.3	7	-2	-1
CCC(OC(=O)c1ccc(S(C)(=O)=O)c([N+](=O)[O-])c1)C(=O)NC1C2CC3CC(C2)CC1C3 (stereo not given)	nt	101	-3	-23	-18	14	-2.0	60*	-15	7
Cc1ccc(C(=O)c2coc3ccc(O)c(CN(C)C)c23)cc1	0	99	-6	0	3	-2	-0.8	4	-2	0
CCCCN1CC(C)(C)[C@H](CC(=O)NC)C1=O	-1	97	-3	-15	8	6	-0.9	2	1	-1
CN(C(=O)COc1cccc(C#N)c1)C1CCS(=O)(=O)C1 (stereo not given)	1	99	2	8	11	12	1.7	9	-1	0
CC(C#N)(CCc1ccccn1)CCc1ccccn1	-9	100	0	0	4	3	-2.2	1	-1	8
Cc1ccc(-c2csc(NC(=O)CSc3nc(C)cs3)n2)cc1	0	99	-2	-14	-31	5	1.4	-5	1	1
NC(=O)CSc1nc2ccccc2c(=O)n1Cc1ccccc1	1	100	3	-8	-8	-5	-0.4	5	-1	11
COc1ccc(C2C(C(=O)N3CCN(c4ccccc4F)CC3)c3ccccc3C(=O)N2C)cc1 (stereo not given)	-22	101	4	9	17	-4	0.5	11	0	5
O=C(NCc1ccccc1)c1ccc(CS(=O)(=O)Cc2ccc(F)cc2)o1	-10	99	2	-1	5	-10	-3.5	1	2	4
CCC(Cc1ccccc1)NC(=O)c1cc(S(=O)(=O)N2CCCCC2)c[nH]1 (stereo not given)	0	97	-4	-16	-14	1	0.1	17	-1	-6
COc1ccc(CC(=O)N2CCN(S(=O)(=O)c3ccc(Cl)s3)CC2)cc1	6	99	-1	4	7	-8	-1.1	5	0	-4
CNc1c(NS(=O)(=O)c2ccc(Br)cc2)c(=O)oc2ccccc12	-4	99	2	2	21	-10	0.6	0	2	1
N#CCCN(Cc1cccs1)C(=O)c1ccc(Cl)cc1	-14	93	0	4	5	5	-0.3	1	0	-2
COCCn1c(=O)[nH]c2cc(C(=O)N3CCN(c4ccc(Cl)cc4)CC3)ccc2c1=O	9	93	-3	6	23	-3	-0.1	3	0	2
COc1ccc(CC(=O)NCCS(=O)(=O)N2CCN(c3ccccc3)CC2)cc1OC	-1	100	-1	7	4	-3	-1.4	2	0	-1
COc1ccc(C(C)NC(=O)CC23CC4CC(CC(C4)C2)C3)cc1 (stereo not given)	-3	99	-7	13	12	-3	1.0	3	3	-1
N#CC(c1ccccc1F)(c1ncc(C(F)(F)F)cc1Cl)N1CCOCC1 (stereo not given)	-1	100	4	1	10	6	3.3	-5	0	4
O=C(CN1CCN(c2ccc(F)cc2)CC1)NC(=O)NCc1ccco1	-9	97	1	3	25	-3	0.9	6	-1	-3
CCOc1ccc2ccccc2c1C1NC(=O)NC(C)=C1C(=O)OCCOC (stereo not given)	-10	99	2	-3	-11	-3	-1.7	-4	0	-1
COc1ccc(Cn2nnc3c(=O)[nH]c(C4CCN(C(=O)c5ccccc5Cl)CC4)nc32)cc1	6	106	0	6	-19	-9	0.8	0	1	-1
CC(=O)c1cn(N(C)c2ncc(C(F)(F)F)cc2Cl)c(=O)[nH]c1=O	nt	90	3	13	16	-7	-1.7	-14	1	1
Cc1cc(-c2ccc(C(C)C)c(S(=O)(=O)N3CCN(c4ccccc4)CC3)c2)on1	7	103	-10	-6	15	6	-5.8	-17	6	4
Cc1ccc(-n2ncc(Cl)c2C(=O)NCc2ccccc2)cc1	0	96	-6	-12	-89	4	-1.1	6	-1	-4
COc1cccc(C(=O)NCCC2=CCCCC2)c1OC	2	90	-5	8	-28	0	-2.2	-4	-2	-3
CC(=O)NCC(=O)OC(C(=O)c1ccccc1)c1ccc(Cl)cc1 (stereo not given)	9	97	0	0	-13	-7	-1.8	8	-5	1
CC1(C)CC(NS(=O)(=O)c2ccccc2)CC(C)(C)N1	-5	103	1	0	5	6	-0.8	-3	-1	2
CCN(c1ccccc1)S(=O)(=O)c1cccc(C(=O)NCC(c2ccco2)N2CCCCC2)c1 (stereo not given)	-9	90	5	-6	1	-5	1.0	2	-2	12
COc1cccc(-c2[nH]nc3c2C(c2ccsc2)C(C#N)=C(N)O3)c1 (stereo not given)	-9	91	0	-4	14	-7	-2.0	-1	1	-44
CCn1nc(C(=O)OC2CCOC2=O)c2ccccc2c1=O (stereo not given)	1	99	-3	1	-18	-10	-1.2	0	0	-5
COc1ccc(-c2oc3c(c2C(=O)OCCO)C(OCCO)CCC3)cc1 (stereo not given)	nt	102	-1	nt	17	2	nt	nt	nt	-3
CCc1oc2ccccc2c1C(=O)CCN1CCCCC1	-22	100	5	-2	-8	0	-1.9	28	-1	11
Cc1c(C(=O)N2CCCCC2)c(S(=O)(=O)NCc2ccccc2Cl)c(C)n1C	-10	94	-6	0	5	-15	-0.6	10	-2	0
Cc1cccc(NC(=S)N2CCC(c3nc4ccccc4o3)CC2)c1C	-2	96	2	-9	2	-5	0.3	16	0	1
Cc1cc(N)n(-c2ccccc2)n1	-7	89	2	7	-14	-8	-1.1	11	4	0

Screens as filed in PubChem.
